INS-1E rescue: preserves ATP levels in cytokine-treated INS-1E cells. 20,000 tested, 0.1% active. protection from cytokine-induced ATP loss, % at 10 µM. INS-1E cytokine-induced death, ATP luminescence, 48 h; normalised: neutral wells 0, positive control 100;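 active = mean replicate protection from cytokine-induced ATP loss at least 50% and at least 75% of replicates each reaching 50%; inconclusive = meets only one of the two criteria, mean or replicate share; inactive = fails both the mean and replicate share criteria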
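assay system = INS-1E rat insulinoma cells | amount = 8000 cells per well | medium = phenol-red-free RPMI with 5% fetal bovine serum | doses = one compound concentration, pin transfer | timing = 48 h cytokine plus compound treatment, 10 min reagent incubation | also added = IL-1β, TNF-α and IFN-γ cytokine mix | signal = CellTiter-Glo luminescence measuring cellular ATP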
T cruzi intra: blocks T. cruzi growth inside host cells; intracellular Trypanosoma cruzi in host cells, plate reader; activity score (inhibition), % at 5.01 µM; 22,000 tested, 4.9% active; in the data active = activity score above about 55%; inconclusive = no clear call, values can overlap the other calls;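 also: parasites and compound incubated about four days before reading; 0% = median of neutral control wells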
The depositor's hits bear a star; ? = inconclusive; · = no result given.

Preview, 2 compounds:
SMILES	INS-1E rescue	T cruzi intra
C[C@@H]1CN([C@H](C)CO)C(=O)Cc2cc(NC(=O)Nc3ccccc3)ccc2O[C@H]1CN(C)Cc1ccccc1	1	-23
Cc1noc(C)c1NC(=O)N(C)C[C@@H]1Oc2c(NC(=O)Nc3ccccc3)cccc2C(=O)N([C@H](C)CO)C[C@H]1C	13	-13

All compounds of this part, previewed entries included:
SMILES	INS-1E rescue	T cruzi intra
C[C@@H]1CN([C@H](C)CO)C(=O)Cc2cc(NC(=O)Nc3ccccc3)ccc2O[C@H]1CN(C)Cc1ccccc1	1	-23
Cc1noc(C)c1NC(=O)N(C)C[C@@H]1Oc2c(NC(=O)Nc3ccccc3)cccc2C(=O)N([C@H](C)CO)C[C@H]1C	13	-13
COc1ccc(CN(C)C[C@@H]2OCCCC[C@@H](C)Oc3ccc(NC(=O)Nc4ccc(OC)cc4)cc3C(=O)N([C@H](C)CO)C[C@@H]2C)cc1	-15	?
C[C@@H]1CN([C@H](C)CO)C(=O)CCCn2cc(nn2)CO[C@@H]1CN(C)C(=O)Nc1ccccc1C(F)(F)F	·	-15
C[C@@H]1CN([C@H](C)CO)C(=O)c2cccc(NC(=O)C3CC3)c2O[C@H]1CN(C)S(C)(=O)=O	6	-15
C[C@H](CO)N1C[C@H](C)[C@@H](CN(C)Cc2ccncc2)Oc2ccc(NC(=O)CCC(F)(F)F)cc2C1=O	-4	-48
Cc1ccc(S(=O)(=O)Nc2ccc3c(c2)C(=O)N([C@@H](C)CO)C[C@H](C)[C@@H](CN(C)C(=O)NC(C)C)O3)cc1	2	-6
C[C@@H]1CCCCO[C@H](CN(C)Cc2ccncc2)[C@@H](C)CN([C@H](C)CO)C(=O)c2cc(NC(=O)Nc3ccc(F)cc3)ccc2O1	-3	-4
C[C@@H]1CN([C@@H](C)CO)C(=O)c2cccc(NC(=O)c3ccc(-c4nccs4)cc3)c2O[C@@H]1CN(C)C(=O)NC1CCCCC1	-48	8
C[C@@H]1CN([C@H](C)CO)C(=O)Cc2cc(NS(=O)(=O)c3ccc(Cl)cc3)ccc2O[C@@H]1CN(C)C(=O)Nc1ccc2c(c1)OCO2	-12	-46
COc1ccc(NC(=O)N(C)C[C@@H]2Oc3c(NC(=O)NC4CCCCC4)cccc3C(=O)N([C@@H](C)CO)C[C@H]2C)cc1	0	-7
C[C@H](CO)N1C[C@H](C)[C@H](CN(C)CC2CC2)Oc2ccc(NC(=O)C3CC3)cc2C1=O	-1	-1
COc1ccc(CN(C)C[C@H]2Oc3ccc(NC(=O)CCCCCC(=O)Nc4ccccc4N)cc3CC(=O)N([C@@H](C)CO)C[C@@H]2C)cc1	6	53
C[C@@H]1CCCCO[C@H](CN(C)C(=O)CCCN(C)C)[C@@H](C)CN([C@H](C)CO)C(=O)c2cc(NC(=O)Nc3ccc(C(F)(F)F)cc3)ccc2O1	11	53
C[C@H]1CN([C@@H](C)CO)C(=O)c2cc(NS(=O)(=O)c3cn(C)cn3)ccc2O[C@@H]1CN(C)C(=O)Nc1ccccc1	1	-2
CC(C)NC(=O)Nc1cccc2c1O[C@H](CN(C)S(=O)(=O)c1ccccc1)[C@@H](C)CN([C@H](C)CO)C2=O	12	16
COc1ccc(CN(C)C[C@@H]2Oc3ccc(NC(=O)CCC(F)(F)F)cc3CC(=O)N([C@@H](C)CO)C[C@@H]2C)cc1	0	18
C[C@@H]1CN([C@H](C)CO)C(=O)Cc2cc(NC(=O)Nc3ccc(C(F)(F)F)cc3)ccc2O[C@@H]1CN(C)Cc1ccc2c(c1)OCO2	-59	62*
C[C@H](CO)N1C[C@H](C)[C@H](CN(C)S(=O)(=O)c2cn(C)cn2)Oc2ccc(NC(=O)C3CC3)cc2CC1=O	3	-28
COc1ccc(S(=O)(=O)N(C)C[C@@H]2Oc3ccc(NS(C)(=O)=O)cc3C(=O)N([C@H](C)CO)C[C@H]2C)cc1	0	12
COc1ccc(S(=O)(=O)N(C)C[C@@H]2Oc3ccc(NC(=O)Nc4ccc(C(F)(F)F)cc4)cc3CC(=O)N([C@@H](C)CO)C[C@@H]2C)cc1	-17	4
CC(C)NC(=O)Nc1ccc2c(c1)CC(=O)N([C@@H](C)CO)C[C@H](C)[C@H](CN(C)Cc1ccc(-c3ccccc3)cc1)O2	0	28
Cc1noc(C)c1S(=O)(=O)N(C)C[C@@H]1Oc2ccc(NS(C)(=O)=O)cc2C(=O)N([C@H](C)CO)C[C@@H]1C	-1	1
CNC[C@H]1Oc2ccc(NS(C)(=O)=O)cc2C(=O)N([C@H](C)CO)C[C@H]1C	11	-17
C[C@H](CO)N1C[C@H](C)[C@@H](CN(C)S(=O)(=O)c2ccccc2)Oc2ccc(NC(=O)Nc3ccc4c(c3)OCO4)cc2C1=O	-1	3

One compound at a time (already shown). Screens in order: INS-1E rescue	T cruzi intra
C[C@@H]1CN([C@H](C)CO)C(=O)Cc2cc(NS(=O)(=O)c3ccc(Cl)cc3)ccc2O[C@@H]1CN(C)C(=O)Nc1ccc2c(c1)OCO2 is listed as -12	-46
CC(C)NC(=O)Nc1cccc2c1O[C@H](CN(C)S(=O)(=O)c1ccccc1)[C@@H](C)CN([C@H](C)CO)C2=O is listed as 12	16
COc1ccc(CN(C)C[C@H]2Oc3ccc(NC(=O)CCCCCC(=O)Nc4ccccc4N)cc3CC(=O)N([C@@H](C)CO)C[C@@H]2C)cc1 is listed as 6	53
Cc1noc(C)c1S(=O)(=O)N(C)C[C@@H]1Oc2ccc(NS(C)(=O)=O)cc2C(=O)N([C@H](C)CO)C[C@@H]1C is listed as -1	1
COc1ccc(NC(=O)N(C)C[C@@H]2Oc3c(NC(=O)NC4CCCCC4)cccc3C(=O)N([C@@H](C)CO)C[C@H]2C)cc1 is listed as 0	-7

(listing goes on)
SMILES	INS-1E rescue	T cruzi intra
COc1ccc(CN(C)C[C@@H]2Oc3c(NC(=O)C4CC4)cccc3C(=O)N([C@H](C)CO)C[C@H]2C)cc1	-6	19
O=C(CCCCCC(=O)Nc1ccccc1O)N/N=C\c1cc(O)ccc1O	45	38
C[C@@H]1CN([C@H](C)CO)C(=O)c2cccc(NC(=O)C3CCCCC3)c2O[C@@H]1CN(C)S(=O)(=O)c1ccc(Cl)cc1	5	2
C[C@@H]1CN([C@@H](C)CO)C(=O)c2cc(NC(=O)Nc3ccc(C(F)(F)F)cc3)ccc2O[C@@H]1CN(C)S(=O)(=O)c1ccc(Cl)cc1	-15	49
C[C@@H]1CN([C@H](C)CO)C(=O)Cc2cc(NC(=O)Cc3ccccc3)ccc2O[C@@H]1CN(C)C(=O)Nc1cccc2ccccc12	11	-6
COC(=O)CCCCCCC(=O)N/N=C/c1ccc(OCc2ccccc2)cc1O	-12	44
C[C@@H]1CN([C@@H](C)CO)C(=O)Cc2cc(NC(=O)Nc3ccc(F)cc3)ccc2O[C@@H]1CN(C)C(=O)Nc1ccccc1	6	-16
CNC[C@@H]1OCCCC[C@@H](C)Oc2ccc(NS(C)(=O)=O)cc2C(=O)N([C@H](C)CO)C[C@@H]1C	2	0
C[C@H](CO)N1C[C@H](C)[C@H](CN(C)C(=O)Nc2cccc(Oc3ccccn3)c2)OCc2cnnn2CCCC1=O	·	-22
C[C@@H]1CCCCO[C@H](CN(C)S(=O)(=O)c2ccc(Cl)cc2)[C@@H](C)CN([C@H](C)CO)C(=O)c2cc(NC(=O)c3ccccc3)ccc2O1	-31	?
C[C@H](CO)N1C[C@H](C)[C@@H](CN(C)C(=O)Nc2ccc3c(c2)OCO3)Oc2ccc(N(C)C)cc2C1=O	-3	24
C[C@H](CO)N1C[C@H](C)[C@H](CN(C)C(=O)Nc2ccc3c(c2)OCO3)Oc2ccc(NC(=O)Nc3ccc4c(c3)OCO4)cc2C1=O	3	-4
Cc1ccc(S(=O)(=O)N(C)C[C@H]2Oc3c(NC(=O)NC4CCCCC4)cccc3C(=O)N([C@H](C)CO)C[C@H]2C)cc1	-1	8
COc1ccc(NC(=O)N(C)C[C@@H]2Oc3ccc(NC(=O)Nc4ccc(C(F)(F)F)cc4)cc3CC(=O)N([C@H](C)CO)C[C@@H]2C)cc1	-14	-4
C[C@H](CO)N1C[C@H](C)[C@@H](CN(C)Cc2ccccc2)Oc2c(NS(=O)(=O)c3ccc(Cl)cc3)cccc2C1=O	7	3
C[C@H](CO)N1C[C@H](C)[C@H](CN(C)S(=O)(=O)c2ccc(F)cc2)Oc2c(NS(=O)(=O)c3ccc(Cl)cc3)cccc2C1=O	-25	21
C[C@@H]1CN([C@@H](C)CO)C(=O)c2cc(NS(=O)(=O)c3cn(C)cn3)ccc2O[C@@H]1CN(C)S(=O)(=O)c1ccc(F)cc1	4	1
C[C@H]1CN([C@@H](C)CO)C(=O)CCCn2nncc2CO[C@@H]1CN(C)Cc1ccc2c(c1)OCCO2	·	23
C[C@H]1CN([C@@H](C)CO)C(=O)c2cc(NS(=O)(=O)c3ccc(F)cc3)ccc2O[C@H]1CN(C)C(=O)Nc1cccc2ccccc12	-5	-14
NC(=O)COc1ccccc1/C=N/NC(=O)CCCCC(=O)NO	5	-17
C[C@H](CO)N1C[C@H](C)[C@@H](CN(C)CC2CCCCC2)Oc2c(NC(=O)C3CCOCC3)cccc2C1=O	-13	24
C[C@@H]1CN([C@@H](C)CO)C(=O)CCCn2nncc2CO[C@H]1CN(C)C(=O)Nc1ccccc1F	·	-8
C[C@@H]1CN([C@H](C)CO)C(=O)c2cc(NS(=O)(=O)c3ccc(F)cc3)ccc2O[C@@H]1CN(C)Cc1ccccc1	-4	0
C[C@@H]1CN([C@@H](C)CO)C(=O)c2cc(NS(=O)(=O)c3ccc(Cl)cc3)ccc2O[C@@H]1CN(C)Cc1ccc(C(=O)Nc2ccccc2N)cc1	31	42
C[C@@H]1CN([C@@H](C)CO)C(=O)c2cc(NS(=O)(=O)c3ccc(F)cc3)ccc2O[C@H]1CN(C)Cc1ccc(Oc2ccccc2)cc1	·	14
(cont.)
SMILES	INS-1E rescue	T cruzi intra
C[C@H](CO)N1C[C@H](C)[C@@H](CN(C)C(=O)Nc2ccc(C(F)(F)F)cc2)Oc2c(NC(=O)C3CCCCC3)cccc2C1=O	5	10
C[C@@H]1CN([C@@H](C)CO)C(=O)c2cc(NC(=O)CCCN(C)C)ccc2O[C@@H]1CN(C)Cc1ccc(Cl)c(Cl)c1	8	-33
C[C@@H]1CN([C@@H](C)CO)C(=O)CCCn2nncc2CO[C@H]1CN(C)S(=O)(=O)c1ccc(C#N)cc1	·	-12
COc1ccc(S(=O)(=O)N(C)C[C@@H]2Oc3ccc(NS(=O)(=O)c4ccc(F)cc4)cc3C(=O)N([C@H](C)CO)C[C@H]2C)cc1	·	-15
C[C@@H]1CN([C@H](C)CO)C(=O)c2cccc(NC(=O)Nc3ccc(F)cc3)c2O[C@H]1CN(C)Cc1ccc(C(F)(F)F)cc1	-31	31
C[C@H](CO)N1C[C@H](C)[C@@H](CN(C)S(=O)(=O)c2ccc(Cl)cc2)Oc2c(NC(=O)CCCCCC(=O)Nc3ccccc3N)cccc2C1=O	-2	37
COc1ccc(NC(=O)Nc2ccc3c(c2)C(=O)N([C@H](C)CO)C[C@H](C)[C@@H](CN(C)S(=O)(=O)c2ccc(OC)cc2)O3)cc1	·	-6
C[C@H]1CN([C@@H](C)CO)C(=O)c2cccc(NS(C)(=O)=O)c2O[C@@H]1CN(C)Cc1ccc(C(=O)Nc2ccccc2N)cc1	0	8
C[C@H](CO)N1C[C@H](C)[C@H](CN(C)C(=O)Nc2ccc(F)cc2)Oc2ncc(-c3cc4ccccc4o3)cc2C1=O	·	78*
Cc1noc(C)c1S(=O)(=O)Nc1ccc2c(c1)C(=O)N([C@@H](C)CO)C[C@@H](C)[C@H](CN(C)S(=O)(=O)c1ccc(F)cc1)O2	6	-6
CNC[C@@H]1Oc2c(NC(=O)c3cc(C)nn3C)cccc2C(=O)N([C@@H](C)CO)C[C@@H]1C	5	-15
COc1ccc(NC(=O)Nc2ccc3c(c2)CC(=O)N([C@@H](C)CO)C[C@H](C)[C@H](CN(C)C(=O)Nc2ccc(F)cc2)O3)cc1	2	-12
C[C@@H]1CN([C@H](C)CO)C(=O)c2cc(NC(=O)Nc3ccccc3)ccc2O[C@@H]1CN(C)Cc1ccc(C(F)(F)F)cc1	·	-5
C[C@@H]1CN([C@H](C)CO)C(=O)c2cc(NS(=O)(=O)c3ccccc3)ccc2O[C@H]1CN(C)S(=O)(=O)c1cccs1	·	6
CC(C)NC(=O)N(C)C[C@H]1Oc2c(NC(=O)CCCCCC(=O)Nc3ccccc3N)cccc2C(=O)N([C@@H](C)CO)C[C@H]1C	10	-5
C[C@@H]1CN([C@@H](C)CO)C(=O)Cc2cc(NC(=O)CCN3CCOCC3)ccc2O[C@@H]1CN(C)Cc1ccc(-c2ccccc2)cc1	7	-66
Cc1noc(C)c1NC(=O)Nc1cccc2c1O[C@@H](CN(C)Cc1ccncc1)[C@H](C)CN([C@@H](C)CO)C2=O	17	-16
C[C@@H]1CN([C@H](C)CO)C(=O)Cc2cc(NC(=O)C3CCCCC3)ccc2O[C@H]1CN(C)Cc1ccc(Oc2ccccc2)cc1	-75	76*
C[C@@H]1CN([C@H](C)CO)C(=O)c2cccc(NC(=O)NC3CCCCC3)c2O[C@@H]1CN(C)Cc1ccc(C(=O)O)cc1	8	-10
C[C@H]1CN([C@@H](C)CO)C(=O)c2cc(NS(=O)(=O)c3cn(C)cn3)ccc2O[C@@H]1CN(C)C(=O)Nc1ccc(F)cc1	0	-8
C[C@H]1CN([C@@H](C)CO)C(=O)CCCn2nncc2CO[C@H]1CN(C)C(=O)Nc1ccnc(N2CCOCC2)c1	·	2
